# From PubChem
# MBD2 DNA inh: MBD2-methylated oligo binding inhibition; Q9UBB5; TR-FRET, MBD2 binding to methylated oligonucleotide; inhibition, % at 4.4 µM; 370,000 tested, 0.31% active; AID 686964; in the data active means inhibition above about 13%
# mABHD4 FP: inhibitors of mouse ABHD4; Q8VD66; purified mABHD4, FP-Rh probe fluorescence polarization; inhibition, % at 8.92 µM; 370,000 tested, 0.54% active; AID 720543;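 active means inhibition exceeding the mean over every tested compound plus 3 SD, cut at about 30% in these data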;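 further: 0% = plate median of compound wells and 100% = S159A mutant with DMSO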
#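 Doses – 8.92 µM, single dose · Material – wild-type mouse ABHD4 protein · Replication – single well per compound (singlicate) · Measure – percent inhibition of probe binding, normalized to plate controls · Schedule – 45 min compound pre-incubation plus 60 min probe step, 25 °C · Detection – fluorescence polarization with parallel and perpendicular emission, 525/598 nm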
# PRMT1 inh: blocks human protein arginine methyltransferase 1; Q99873; recombinant PRMT1, activity-based probe fluorescence polarization; inhibition, % at 2.79 µM; 370,000 tested, 1.3% active; AID 652257;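 active means inhibition above about 21% made by adding two undisclosed values, limit read from the data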
# HTRA1 inhibitor: inhibitors of human serine peptidase HTRA1; 340,000 tested, 0.5% active; inhibition, % at 5.96 µM; recombinant HTRA1, FP-rhodamine activity-based probe, fluorescence polarization; Q92743; in the data active means inhibition above about 36%;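 further: 0% = enzyme with DMSO and 100% = wells lacking enzyme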
# UHRF1 MBD2 ctr: UHRF1 methyl-DNA binding inhibition; Q96T88; UHRF1 binding to methylated oligo, TR-FRET; inhibition, % at 4.4 µM; 370,000 tested, 0.75% active; in the data active means inhibition above about 21%;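 further: UHRF1 SRA domain binding a hemimethylated CpG hairpin DNA probe; 0% = median of test compound wells and 100% = reference inhibitor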
# SIAE primary: blocks human sialic acid acetylesterase | AID 1053197 | 370,000 tested, 0.69% active | inhibition, % at 9.66 µM | SIAE FP-Rh probe binding, fluorescence polarization;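 active means inhibition above a cutoff: mean of compounds within the control limits plus 3 SD of those, cut at about 17% in these data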;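 further: 0% = plate median of compound wells and 100% = probe without SIAE protein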
# NPR2 activator: GC-B (human) receptor activation. AID 1920062. HEK293-GC-B cells, CNP EC30, cGMP TR-FRET; 0% at EC30 CNP, 100% saturating CNP. P20594. 370,000 tested, 0.11% active. activation, % at 10 µM;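 active means activation at 10 µM reaching about 35% in either raw or pattern-adjusted values, limit read from the data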
# Target sequence (P20594 whole entry, looked up): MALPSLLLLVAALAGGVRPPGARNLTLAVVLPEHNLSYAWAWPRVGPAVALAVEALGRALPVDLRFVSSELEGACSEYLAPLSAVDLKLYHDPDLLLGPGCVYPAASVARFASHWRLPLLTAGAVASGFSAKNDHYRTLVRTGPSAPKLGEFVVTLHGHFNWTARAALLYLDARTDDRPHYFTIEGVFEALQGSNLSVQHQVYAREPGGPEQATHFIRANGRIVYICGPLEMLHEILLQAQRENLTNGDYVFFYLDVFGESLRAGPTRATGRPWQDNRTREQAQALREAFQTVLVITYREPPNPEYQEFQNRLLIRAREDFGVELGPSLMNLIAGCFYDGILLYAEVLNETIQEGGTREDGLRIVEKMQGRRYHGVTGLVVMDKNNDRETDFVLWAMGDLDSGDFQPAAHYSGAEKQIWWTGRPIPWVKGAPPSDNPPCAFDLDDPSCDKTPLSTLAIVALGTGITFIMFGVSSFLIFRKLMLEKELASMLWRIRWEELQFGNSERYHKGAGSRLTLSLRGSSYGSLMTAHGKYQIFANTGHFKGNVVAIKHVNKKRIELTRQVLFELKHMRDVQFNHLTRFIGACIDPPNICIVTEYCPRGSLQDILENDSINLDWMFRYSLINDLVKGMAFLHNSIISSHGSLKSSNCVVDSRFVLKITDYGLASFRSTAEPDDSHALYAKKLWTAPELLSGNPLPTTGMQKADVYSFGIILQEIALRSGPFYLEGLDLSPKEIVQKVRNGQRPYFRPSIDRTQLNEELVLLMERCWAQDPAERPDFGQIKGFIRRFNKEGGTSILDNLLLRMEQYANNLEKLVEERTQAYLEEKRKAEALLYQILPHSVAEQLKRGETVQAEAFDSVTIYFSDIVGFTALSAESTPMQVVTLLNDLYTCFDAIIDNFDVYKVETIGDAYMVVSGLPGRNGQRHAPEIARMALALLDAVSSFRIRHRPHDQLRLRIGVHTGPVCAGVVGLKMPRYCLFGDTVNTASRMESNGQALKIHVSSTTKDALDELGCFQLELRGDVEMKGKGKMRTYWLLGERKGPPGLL
# rCAG RNA binder: molecules binding r(CAG) RNA repeats; r(CAG) RNA repeat, TO-PRO-1 dye displacement fluorescence; inhibition, % at 3 µM; 370,000 tested, 1.3% active; AID 651821;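 active means inhibition above the plate cutoff, the mean of all test compounds on that plate plus 3 SD, cut at about 35% in these data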;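 further: 0% = DMSO alone and 100% = 100 µM mitoxantrone as full dye displacement; higher means more dye released from RNA so lower well fluorescence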
# TCR CD3 inh: inhibitors of human TCR-CD3 interaction; inhibition, % at 9.4 µM; TAMRA-labeled TCR probe fluorescence, biochemical; 360,000 tested, 0.37% active; in the data active means inhibition above about 19%;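 further: recombinant mutant TCR 2C K166C tagged with TAMRA read by polarization; 0% = receptor in buffer alone and 100% = receptor with positive control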
# GC-A act: GC-A (human) enzyme activation. activation, % at 10 µM. P16066. HEK293 GC-A cells, cGMP TR-FRET, EC30 ANP; 0% at EC30 ANP, 100% saturating ANP. 370,000 tested, 0.14% active; in the data active means activation above about 40%
# Starred values were filed as active, the others as inactive; / = not tested or not shown.
SMILES,MBD2 DNA inh,mABHD4 FP,PRMT1 inh,HTRA1 inhibitor,UHRF1 MBD2 ctr,SIAE primary,NPR2 activator,rCAG RNA binder,TCR CD3 inh,GC-A act
CCCCOc1cccc(OCC(=O)Nc2nc3ccccc3[nH]2)c1,-4,43*,1,-7,0,-3,-3,10,2,-7
OCCN1CNC(=S)NC1,0,-1,3,9,5,2,4,-2,-5,3
Cc1ccc(SCC(=O)c2c(C)[nH]c3ccccc23)cc1,5,3,2,4,0,3,-1,-4,7,-1
COc1ccc(C2(C(=O)Nc3ccc(S(N)(=O)=O)cc3)CCCC2)cc1,-6,-4,0,-6,1,-1,1,2,2,0
CCOc1ccc(NC(=O)c2cc([N+](=O)[O-])ccc2N2CCOCC2)cc1,2,-7,3,-12,2,1,4,-1,-3,-2
CCOC(=O)c1cc2c(s1)-c1c(C)cccc1OC2,4,2,-1,-3,-2,2,-1,5,-11,-3
CNc1snc(C)c1C(=O)OC(C)C(=O)c1ccc(F)cc1 (stereo unspecified),-5,2,1,-4,-2,-4,-3,1,-3,-5
O=C(CCCc1ccccc1)NCCCN1CCOCC1,-6,-10,-5,3,0,-4,7,-1,3,-1
CC(Oc1ccc(Br)cc1)C(=O)Nc1ccc(S(=O)(=O)NC2=NCCCCC2)cc1 (stereo unspecified),2,-10,-1,-8,0,-6,2,4,-3,-1
O=C(CCN1CCN(Cc2ccccc2)CC1)Nc1cccc(Br)c1,0,1,-2,-2,1,-3,1,-8,3,-3
CCCn1c(SCc2nc3sc(C)c(C)c3c(=O)[nH]2)nc2ccccc2c1=O,-3,-7,2,-4,-2,0,4,0,4,4
Cc1cccc(C)c1OCC(=O)Nc1ccc(N2CCOCC2)cc1,2,-1,1,-3,1,-1,2,-5,3,-2
O=C(NCCc1ccccc1F)/C(=C/c1cccnc1)NC(=O)c1ccccc1,-1,-2,-2,-5,6,4,-3,3,-5,1
CSc1nc2sc3c(c2c(=O)n1CC(C)C)CC(C)(C)OC3,3,1,2,/,-2,-7,-3,-2,-3,-4
O=C(Cc1ccccc1)NCC(=O)OCC(=O)c1ccc(Cl)cc1,5,-5,5,-2,2,-5,0,-3,2,3
O=C(Nc1ccc([N+](=O)[O-])cc1)C(=O)Nc1cccc(C(=O)O)c1,1,30*,1,0,4,-2,4,4,-1,-3
COc1cnc(-c2ccccn2)nc1Oc1ccc(F)cc1F,5,-4,-2,24,1,-2,-2,-6,-5,9
Cc1ccc(S(=O)(=O)N/N=C/c2ccc(OS(=O)(=O)c3ccc(C)c([N+](=O)[O-])c3)cc2)cc1,-2,-69,-1,-30,0,-65,1,35*,1,0
N#C/C(=C\Nc1ccc2c(c1)OCCO2)c1nc2ccccc2[nH]1,-4,13,-2,3,1,1,-4,15,-3,1
CC(C)c1nc2ccccc2n1CCC(=O)O,0,5,-2,6,0,-8,3,0,-1,-1
COc1cccc(S(=O)(=O)Nc2ccc(C(=O)Nc3ccncc3)cc2)c1,-4,4,1,-10,2,-4,-6,7,-1,-4
CN(C(=O)CC1C(=O)NCCN1Cc1ccoc1)C1CCOCC1 (stereo unspecified),2,-6,2,0,-3,2,5,1,11,3
C/C(Cn1nnc([N+](=O)[O-])n1)=N\NC(=O)c1ccccc1Cl,9,-3,-4,3,4,8,-3,-2,0,-4
COc1cccc(NC(=O)[C@H](Cc2c[nH]c3ccccc23)NC(=O)[C@@H]2Cc3ccccc3CN2)c1,7,-9,8,-18,2,-4,-6,6,2,-3
Cc1ccccc1-c1nc(-c2cccnc2)no1,-6,-3,3,-3,0,-1,-4,-2,-2,2
CC(=O)Nc1ccc(CN2C(=O)C(C)(C)ON=C2c2ccc(NC(C)=O)cc2)cc1,-3,3,2,/,-1,-2,2,-2,1,1
O=C1CC(C(F)(F)C(F)(F)C(F)(F)C(F)F)=Nc2ccccc2N1,4,-3,1,-1,2,3,0,-5,-3,2
COc1cccc(-c2cc(C(=O)NCc3ccco3)c3ccccc3n2)c1,1,-7,-1,-26,2,-1,10,6,7,12
COc1ccccc1NC(=O)CSc1nnc(Cn2cnc3ccccc32)n1C,2,2,0,-7,3,-7,2,-4,4,-1
CCOc1cc(C(=O)N/N=C(\C)Cc2ccc(OC)cc2)cc(OCC)c1OCC,-1,-7,-3,-17,-3,-6,0,0,2,-3

# Some of these compounds in order of the HTRA1 inhibitor value, smallest number first:
mol | HTRA1 inhibitor
COc1cccc(NC(=O)[C@H](Cc2c[nH]c3ccccc23)NC(=O)[C@@H]2Cc3ccccc3CN2)c1 | -18
CCOc1cc(C(=O)N/N=C(\C)Cc2ccc(OC)cc2)cc(OCC)c1OCC | -17
Cc1ccccc1-c1nc(-c2cccnc2)no1 | -3

# Seven entries from above, bar-delimited:
SMILES | MBD2 DNA inh | mABHD4 FP | PRMT1 inh | HTRA1 inhibitor | UHRF1 MBD2 ctr | SIAE primary | NPR2 activator | rCAG RNA binder | TCR CD3 inh | GC-A act
Cc1ccc(S(=O)(=O)N/N=C/c2ccc(OS(=O)(=O)c3ccc(C)c([N+](=O)[O-])c3)cc2)cc1 | -2 | -69 | -1 | -30 | 0 | -65 | 1 | 35* | 1 | 0
Cc1ccccc1-c1nc(-c2cccnc2)no1 | -6 | -3 | 3 | -3 | 0 | -1 | -4 | -2 | -2 | 2
CC(C)c1nc2ccccc2n1CCC(=O)O | 0 | 5 | -2 | 6 | 0 | -8 | 3 | 0 | -1 | -1
CCOc1cc(C(=O)N/N=C(\C)Cc2ccc(OC)cc2)cc(OCC)c1OCC | -1 | -7 | -3 | -17 | -3 | -6 | 0 | 0 | 2 | -3
N#C/C(=C\Nc1ccc2c(c1)OCCO2)c1nc2ccccc2[nH]1 | -4 | 13 | -2 | 3 | 1 | 1 | -4 | 15 | -3 | 1
CCCn1c(SCc2nc3sc(C)c(C)c3c(=O)[nH]2)nc2ccccc2c1=O | -3 | -7 | 2 | -4 | -2 | 0 | 4 | 0 | 4 | 4
O=C(CCN1CCN(Cc2ccccc2)CC1)Nc1cccc(Br)c1 | 0 | 1 | -2 | -2 | 1 | -3 | 1 | -8 | 3 | -3

# (list continues)
SMILES,MBD2 DNA inh,mABHD4 FP,PRMT1 inh,HTRA1 inhibitor,UHRF1 MBD2 ctr,SIAE primary,NPR2 activator,rCAG RNA binder,TCR CD3 inh,GC-A act
C=CCC[C@H](CCCCC)OC(=O)/C=C/[C@@H](O)[C@H](O)C[C@H](O)CC=C,1,-6,1,/,2,3,3,-4,0,4
COc1ccc(NS(=O)(=O)c2cc(Br)cc3c2N(C(C)=O)CC3)cc1,5,-3,1,-4,2,4,0,6,0,-5
N#Cc1c(NC(=O)CSc2nnc(-c3ccco3)n2-c2ccccc2)sc2c1CCC2,0,-1,4,-5,-2,-7,-6,12,6,0
CCCCC(=O)Nc1cc(OC)c(NC(=S)NC)cc1OC,6,8,3,-1,2,-3,6,-4,3,4
O=C(NCC1CCCO1)C1CCN(c2ccc(S(=O)(=O)N3CCCC3)cc2)CC1 (stereo unspecified),-3,-2,-2,8,1,7,2,-2,4,-1
COc1ccc(N2CCN(CC(=O)c3ccc(Cl)cc3)CC2)cc1,4,3,4,-5,0,4,6,2,6,0
O=C1CCCC/C1=C\Nc1ccc(O)cc1,-7,54*,26*,17,-4,22*,-7,0,42*,-6
COc1cccc(CNC(=O)C2CCN(S(=O)(=O)c3ccccc3)CC2)c1,2,10,1,-3,3,-3,-1,-4,-5,-3
CCCOc1ccc(S(=O)(=O)NCc2ccc(OC)cc2)cc1,6,-6,-1,-7,-1,4,4,-5,-5,1
Cc1csc(NC(=O)/C=C/c2ccc(C)o2)n1,5,10,2,5,-2,-2,5,2,2,0
CCOC(=O)c1oc2ccccc2c1N,-3,-3,2,-1,-1,-1,1,-1,2,5
CN(CC(=O)Nc1ccc(F)cc1)c1ccc(S(=O)(=O)N2CCCCC2)cc1[N+](=O)[O-],-5,2,-3,-15,-3,-2,0,3,3,2
CN(CCOC(=O)c1ccc2c(c1)OCCO2)C(C)(C)C,-1,-2,-1,-5,0,-7,1,-3,10,1
CC(=O)Nc1ccc(C(=O)COC(=O)CCS(=O)(=O)c2ccccc2)cc1,0,-8,-2,-1,3,4,-3,-5,2,-3
COCCn1c(N)c(C(=O)c2cccc(S(=O)(=O)N3CCCCCC3)c2)c(=O)[nH]c1=O,1,0,-2,5,8,-4,-1,4,1,2
CCCCn1nnnc1SCC(=O)NNC(=O)C1CCCCC1,1,3,4,-1,-2,-4,7,-2,-2,2
CC(C)c1ccc(N(CC(=O)N2CCOCC2)S(C)(=O)=O)cc1,0,-2,-1,9,-1,1,3,-1,-3,0
O=S(=O)(Nn1cnnc1)c1ccc(F)cc1,-4,-3,3,/,1,13,-3,-1,2,0
O=C(OCc1ccccc1C(F)(F)F)c1ccc(Br)c(S(=O)(=O)N2CCOCC2)c1,12,-12,3,-30,14,3,-2,7,-4,0
Cc1ccc(S(=O)(=O)N2CCN(c3ccc([N+](=O)[O-])c(NCCN4CCOCC4)c3)CC2)cc1,1,3,1,-15,3,-5,-8,6,-7,-16
O=c1[nH]c(C2CC2)nc2sc3c(c12)CCCC3,-3,-1,0,3,-1,-1,1,3,6,2
CCOC(=O)Cc1nc(N2CCN(C(=O)C3CCCO3)CC2)c2c(C)c(C(=O)OCC)sc2n1 (stereo unspecified),-3,1,-11,/,0,-2,0,3,/,2
COc1ccc(NC(=S)N2CCC(C(=O)c3ccc(C)cc3)CC2)c(OC)c1,2,3,0,-5,26*,3,2,3,-4,5
CC12CC(c3ccccc3O1)C(C(=O)NCc1ccccc1)C(=O)N2 (stereo unspecified),-1,0,2,5,-1,-3,0,-5,-1,1
COc1ccccc1/C=C/C(=O)NCc1cccnc1,7,-10,2,-4,6,-6,5,-7,-13,-2
C(=N\n1cnnc1)/c1cccnc1,-1,-2,1,-3,1,-1,-2,0,-5,-2
Cc1cc(C)c2cc(CN(Cc3cccs3)Cc3nnnn3CC3CCCO3)c(=O)[nH]c2c1 (stereo unspecified),4,-3,1,-11,1,-4,0,-4,-3,-8
c1ccc(CSc2nnc(-c3cccs3)n2Cc2ccco2)cc1,2,-6,-2,-9,-1,-2,-13,-3,8,-14

# These rows are one share of the data; count on the stated rates, not on these rows.
